Compound activity (PubChem BioAssay)
UBC13 polyUb – human UBC13 polyubiquitination inhibition; UBC13 polyubiquitin chain formation, TR-FRET; inhibition, % at 20 µM; actives 0.47% (n = 330,000); P61088; in the data active = inhibition above about 45%, passing the limit was not always enough
Target sequence (P61088 whole entry, looked up): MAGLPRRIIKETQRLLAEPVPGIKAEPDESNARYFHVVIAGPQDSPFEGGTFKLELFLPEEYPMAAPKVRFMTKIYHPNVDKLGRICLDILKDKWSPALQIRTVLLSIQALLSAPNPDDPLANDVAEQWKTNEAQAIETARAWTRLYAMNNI
697 NFkB inh – lowers PMA/ionomycin-induced NF-kB signal in 697 B cells; inhibition, % at 4 µM; 697 B-cell NF-kB luciferase reporter, 16 h; actives 0.33% (n = 330,000); in the data active = inhibition above about 35%
HKDC1 inh – HKDC1 (human) hexokinase inhibition. recombinant HKDC1, G6PDH/diaphorase resazurin coupled fluorescence. Q2TB90. inhibition, % at 20 µM. actives 0.16% (n = 340,000);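 active = inhibition above about 35% when tested at 20 µM, limit read from the data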;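 also: plate controls were DMSO wells with enzyme for no effect and DMSO wells lacking enzyme for full effect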
Target sequence (Q2TB90 whole entry, looked up): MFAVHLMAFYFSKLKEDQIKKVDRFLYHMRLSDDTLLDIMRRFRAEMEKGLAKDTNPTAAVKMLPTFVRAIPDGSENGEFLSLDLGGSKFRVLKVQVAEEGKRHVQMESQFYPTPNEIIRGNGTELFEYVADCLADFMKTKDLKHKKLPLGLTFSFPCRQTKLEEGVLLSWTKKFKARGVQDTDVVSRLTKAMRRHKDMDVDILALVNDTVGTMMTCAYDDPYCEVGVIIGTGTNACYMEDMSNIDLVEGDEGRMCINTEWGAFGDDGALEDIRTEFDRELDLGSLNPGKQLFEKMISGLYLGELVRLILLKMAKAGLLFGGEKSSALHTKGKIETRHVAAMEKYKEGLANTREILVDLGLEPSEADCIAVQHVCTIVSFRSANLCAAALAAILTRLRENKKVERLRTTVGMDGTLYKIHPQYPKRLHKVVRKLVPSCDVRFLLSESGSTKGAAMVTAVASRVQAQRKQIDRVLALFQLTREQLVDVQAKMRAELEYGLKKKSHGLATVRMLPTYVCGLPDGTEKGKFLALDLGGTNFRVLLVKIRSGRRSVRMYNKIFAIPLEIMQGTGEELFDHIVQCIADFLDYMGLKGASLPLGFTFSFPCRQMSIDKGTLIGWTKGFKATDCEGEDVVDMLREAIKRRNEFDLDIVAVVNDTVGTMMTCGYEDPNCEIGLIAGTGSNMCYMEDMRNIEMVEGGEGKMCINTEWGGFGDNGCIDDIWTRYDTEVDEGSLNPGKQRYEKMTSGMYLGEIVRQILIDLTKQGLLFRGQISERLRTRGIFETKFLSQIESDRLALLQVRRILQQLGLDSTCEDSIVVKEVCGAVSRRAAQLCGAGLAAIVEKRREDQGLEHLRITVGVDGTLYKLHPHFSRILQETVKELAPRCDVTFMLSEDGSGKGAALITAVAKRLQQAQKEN
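Assay system: in-house recombinant HK5 (HKDC1) enzyme. Input: HKDC1 at 5 µg/mL. Medium: Tris pH 8.0 buffer with MgCl2, Tween-20, BSA, BME. Dosing: single 20 µM dose. Schedule: 90 min reaction incubation at room temperature, dark. Signal: resazurin-to-resorufin fluorescence via G6PDH and diaphorase coupling, 525/613 nm. Controls: DMSO-enzyme wells negative, buffer-substituted wells positive.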
SENP8 inh – blocks the human protease SENP8 | AID 2540 | inhibition, % at 10 µM | actives 1.2% (n = 330,000) | purified SENP8, Z-RLRGG-aminoluciferin cleavage, luminescence | Q96LD8
Apaf-1 inh – human Apaf-1 inhibition; O14727; reconstituted apoptosome caspase-3 activity, DEVD-Rh110 fluorescence; inhibition, % at 20 µM; actives 0.71% (n = 330,000); AID 489030; active = inhibition of at least 40% at 20 µM;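 also: plate controls were DMSO wells for no effect and DEVD-CHO caspase inhibitor wells for full effect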
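Material: biochemical Apaf-1 apoptosome reconstitution. Medium: Hepes buffer, pH 7.5. Also added: cytochrome c activation, bis-DEVD rhodamine 110 substrate. Timing: 30 min compound preincubation, 50 min activation, room temperature. Measured by: rhodamine 110 fluorescence at Ex 480/Em 540 nm.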
Jurkat NFkB inh – lowers PMA/ionomycin-induced NF-kB signal in Jurkat cells; PMA/ionomycin-induced NF-kB luciferase reporter, luminescence; inhibition, % at 4 µM; actives 0.53% (n = 330,000); AID 435003
Gli-Sufu block – blocks Gli-Sufu signaling in a luciferase reporter | actives 0.74% (n = 340,000) | inhibition, % at 5 µM | Sufu-KO-LIGHT fibroblasts, Gli luciferase reporter luminescence;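 active = inhibition above about 55%, limit read from the data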;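 also: 0% = DMSO-treated cells and 100% = wells with medium but no cells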
SENP7 inh – SENP7 protease inhibition. inhibition, % at 5 µM. actives 1.5% (n = 330,000). Q9BQF6. recombinant SENP7, Z-RLRGG-aminoluciferin luminescence, 40 min;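 active = inhibition above about 50% at the single test dose, limit read from the data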;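 also: plate controls were DMSO with enzyme for no effect and no enzyme buffer wells for full effect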
Numbers without * were called inactive; / = no result given. Rule as the data show it, unless noted: active = inhibition above about 50%; inactive = the rest. Rows were taken by chance (roughly 3.6% active in at least one column).

SMILES | UBC13 polyUb | 697 NFkB inh | HKDC1 inh | SENP8 inh | Apaf-1 inh | Jurkat NFkB inh | Gli-Sufu block | SENP7 inh
Cc1ccnn1-c1ccc(C(=O)NCc2ccccc2CN2CCOCC2)cc1 | 15.7 | 0.3 | -7.7 | 2.2 | -5.8 | 0.8 | 4.0 | -1.1
CCOC(=O)C1C(c2cccs2)NC(=O)N(C)C1(O)C(F)(F)F (stereo not given) | -3.6 | -4.8 | 1.5 | 4.1 | -7.6 | 11.9 | 0.9 | 8.5
CCOc1ccc(N2CC(C(=O)Nc3cccc(C(=O)NC4CC4)c3)CC2=O)cc1 (stereo not given) | -2.8 | 11.3 | -0.7 | -14.2 | 7.9 | -6.8 | 8.8 | -3.7
Cc1[nH]c(-c2ccc(F)cc2)cc1C(=O)N1CCN(c2ccc(Cl)cc2)CC1 | 7.4 | 22.3 | 2.7 | 4.0 | 19.1 | 13.6 | 1.4 | 11.4
CCCOc1cccc(C(=O)NCCNC(=O)c2cnccn2)c1 | 6.4 | 2.6 | -1.0 | -3.0 | 0.5 | 11.6 | -4.4 | 5.1
Cc1nn(-c2ccc(C(=O)Nc3nnc(C4CC4)s3)cc2)c(C)c1Cl | 0.2 | -27.4 | -4.6 | -4.0 | -8.2 | 5.1 | 12.1 | 0.8
N#Cc1c(Cl)c(Cl)c2nnc(-c3ccc(Br)cc3)n2c1Cl | -4.3 | 10.5 | / | 8.1 | 10.8 | -5.5 | / | 1.1
COc1ccc(NC(=O)c2cc(Cl)ccc2NC(=O)c2ccco2)c(OC)c1 | -9.3 | -24.5 | 1.3 | 4.4 | 18.0 | -7.6 | -4.4 | 7.8
CCOC(=O)N1CCN(C(=S)Nc2ccc(C)c(C)c2)CC1 | 2.4 | 9.4 | -9.3 | -3.0 | 2.8 | 12.5 | 5.6 | 5.3
Cc1cc2oc(=O)cc(CN3CCCc4ccccc43)c2cc1C | -5.1 | -1.9 | 1.4 | -7.2 | 20.7 | -4.1 | 1.2 | -4.3
CNc1nc(Nc2ccc(Br)cc2)nc(N)c1[N+](=O)[O-] | -6.6 | -60.7 | -2.9 | 11.7 | 5.8 | -38.9 | -39.6 | 87.7*
Cc1ccc(CCN2CC(C(=O)N3CCN(c4ccc(F)cc4)CC3)CC2=O)cc1 (stereo not given) | -4.6 | 8.9 | 16.2 | -10.8 | 0.7 | 10.4 | 1.8 | -11.8
Brc1ccc(-c2csc3[n+]2CCCCC3)cc1 | -0.7 | -11.0 | -7.5 | 6.9 | 6.5 | -9.5 | 24.8 | 11.9
CC(=O)C[C@H](O)CC(=O)[C@@H]1OC(=O)CCCCC/C=C/Cc2ccccc21 | -18.4 | -10.2 | 2.7 | -4.7 | 4.3 | -10.1 | -10.6 | -12.8
COC(=O)C1=C(C)NC(=O)NC1c1ccccc1Cl (stereo not given) | 2.5 | 3.4 | -5.2 | -17.5 | -0.4 | -6.6 | -2.3 | -16.0
COc1ccc(S(=O)(=O)N2CCCC(C(=O)O)C2)cc1 (stereo not given) | 6.5 | -0.4 | -5.3 | -7.8 | -6.0 | 7.9 | -31.8 | 5.6
CCC(=O)N(CCc1ccc(S(N)(=O)=O)cc1)C1CC(=O)N(c2ccc(OC)cc2)C1=O (stereo not given) | -10.7 | 8.7 | -0.7 | 1.2 | -7.8 | 5.0 | / | 12.7
COc1ccc(C(=O)CSc2nnc(C3CCCCC3)n2N)c(OC)c1 | -8.0 | -6.9 | -3.2 | -0.1 | 2.5 | -16.1 | 38.7 | 11.5
COC(=O)C1CCCN1C(=O)COc1ccc(Br)cc1Cl (stereo not given) | -12.5 | -14.0 | -7.0 | -6.4 | 2.9 | -0.7 | 14.8 | -10.8
COc1ccc(C(=O)CC(=O)C(=O)Nc2ccccc2OC)cc1 | -11.9 | -10.1 | -10.9 | -14.4 | 14.6 | -8.3 | -6.1 | -7.4
Cc1cc(C)nc(/N=C(\N)Nc2ccc(S(=O)(=O)Nc3nc(C)cc(C)n3)cc2)n1 | -4.0 | 12.3 | / | 3.5 | 3.4 | 1.0 | / | 4.3
CCC[C@@H](CNC)NC[C@H](Cc1ccccc1)NCCCCc1ccccc1 | 36.5 | -21.9 | -6.0 | -19.9 | -1.4 | 10.8 | 17.6 | 15.4
CC(=O)N1CCN(S(=O)(=O)c2ccc(S(=O)(=O)N3CCCC(C)C3)cc2)CC1 (stereo not given) | 7.3 | 8.2 | -2.6 | 2.5 | 0.0 | -8.9 | -32.0 | -3.7
O=C(Nc1ccc(Cc2ccncc2)cc1)c1ccc(Br)o1 | -0.2 | -30.7 | -2.4 | -7.0 | 18.2 | -13.2 | -14.5 | -3.4
CC(C)(C)C1CCC(C(=O)OCC(=O)N2CCN(C(=O)c3ccco3)CC2)CC1 (stereo not given) | -6.7 | -18.5 | -9.2 | 1.4 | 10.9 | -11.7 | 8.8 | -3.8

3 structures already listed, sorted by molecular weight, descending.
SMILES | UBC13 polyUb | 697 NFkB inh | HKDC1 inh | SENP8 inh | Apaf-1 inh | Jurkat NFkB inh | Gli-Sufu block | SENP7 inh
CCC[C@@H](CNC)NC[C@H](Cc1ccccc1)NCCCCc1ccccc1 | 36.5 | -21.9 | -6.0 | -19.9 | -1.4 | 10.8 | 17.6 | 15.4
CC(=O)C[C@H](O)CC(=O)[C@@H]1OC(=O)CCCCC/C=C/Cc2ccccc21 | -18.4 | -10.2 | 2.7 | -4.7 | 4.3 | -10.1 | -10.6 | -12.8
COc1ccc(C(=O)CC(=O)C(=O)Nc2ccccc2OC)cc1 | -11.9 | -10.1 | -10.9 | -14.4 | 14.6 | -8.3 | -6.1 | -7.4

Further records
SMILES | UBC13 polyUb | 697 NFkB inh | HKDC1 inh | SENP8 inh | Apaf-1 inh | Jurkat NFkB inh | Gli-Sufu block | SENP7 inh
CCCc1oc(C(=O)O)cc1CN1CCCC1 | -1.3 | 2.1 | -8.3 | -1.1 | -16.3 | -8.8 | 2.2 | 4.5
Cn1c(=O)c2c(nc(NCCO)n2CCCc2ccccc2)n(C)c1=O | -5.9 | -23.4 | -1.6 | -3.6 | -2.3 | -3.6 | 15.1 | 1.8
CCNC(=O)COc1ccc(Br)cc1Cl | -3.7 | -0.1 | -0.3 | -6.4 | 7.0 | -16.0 | -28.3 | -4.0
Cc1cccc(OCC(=O)NNc2c3ccccc3nc3ccccc23)c1 | -53.9 | -10.5 | -5.6 | 14.5 | 22.9 | 5.5 | 29.2 | 3.9
COCCN(C(=O)COC(=O)/C=C/c1ccc(C(F)(F)F)cc1)c1c(N)n(Cc2ccccc2)c(=O)[nH]c1=O | -11.6 | 4.6 | -9.7 | 0.8 | 44.2* | 15.1 | -1.9 | -0.9
O=S(=O)(c1ccc(F)c(F)c1)N1CCN(S(=O)(=O)c2cccs2)CC1 | -8.9 | 4.7 | -7.8 | 3.8 | -7.2 | 7.8 | 1.1 | 16.3
Cc1cc(C)n(CCNC(=O)CC2C(=O)NCCN2Cc2ccc(C)o2)n1 (stereo not given) | 2.1 | 2.8 | -9.7 | 2.2 | -5.7 | -1.4 | -1.3 | -0.7
CC(=O)Nc1ccc(-c2nc(C)c(C(C)=O)n2O)cc1 | 3.2 | 16.7 | 2.6 | 13.0 | -8.6 | 2.5 | -9.3 | -0.3
Cc1cccc(NC(=O)COC(=O)CCc2ccccc2)c1C | -1.9 | 3.8 | -0.9 | 10.7 | 7.5 | -3.1 | -4.4 | -8.0
CC1CN(C(=O)CSc2ncnc3sccc23)CC(C)O1 (stereo not given) | 6.6 | 22.4 | -0.8 | -0.4 | -1.6 | -1.9 | 2.2 | -4.1
CC1CN(c2ccc(C(F)(F)F)cc2[N+](=O)[O-])CCN1S(C)(=O)=O (stereo not given) | -15.9 | -18.0 | -0.1 | -7.6 | 9.2 | -2.2 | 25.3 | -1.3
COc1ccccc1P(=O)(c1ccccc1)c1ccccc1NC(C)=O (stereo not given) | -5.2 | 3.7 | -2.0 | -5.2 | -20.0 | -17.9 | 6.0 | 16.6
CN=C1N(C)C[C@@H]2[C@@H]3C(=O)N(C)C(=O)[C@@H]3[C@](Cc3ccccc3)(C(=O)OC)N12 | / | 8.1 | 10.5 | / | 4.3 | / | -0.9 | 16.8
COc1ccc(-c2ccc(-c3noc(-c4cccs4)n3)c(OC)n2)cc1 | 29.9 | -30.4 | -6.2 | -2.4 | 7.5 | -23.8 | 4.7 | 8.6
COc1cc(/C=N/NC(N)=S)cc(Br)c1OCc1ccccc1F | 19.9 | 27.4 | 0.1 | -7.2 | 7.4 | 5.1 | 32.5 | -2.1
CC1CN(C(=O)N2c3ccccc3Sc3ccccc32)CC(C)O1 (stereo not given) | 26.7 | -1.6 | 11.0 | 4.3 | 5.8 | 11.5 | 8.9 | 2.7
OC1(c2cccc(C(F)(F)F)c2)CCN(Cc2nnnn2CCc2ccccc2)CC1 | 4.3 | -0.3 | 8.3 | 3.7 | 6.5 | 10.0 | -3.3 | 0.3
Cc1nc2sc3c(c2c(=O)n1NC(=O)CCBr)CCCC3 | 23.2 | 12.4 | -5.0 | -0.4 | 5.4 | -1.5 | 7.5 | 5.0
CC(C)(C)C(=O)Nc1ccc(Oc2ccc3c(c2)C(=O)N(c2ccc(O)cc2)C3=O)cc1 | -9.6 | -1.1 | -0.5 | 5.3 | -11.6 | 20.7 | 7.4 | 5.3
CCCn1c(N)c(N(CCOC)C(=O)c2ccc(Cl)c([N+](=O)[O-])c2)c(=O)[nH]c1=O | 4.1 | 12.3 | 3.5 | 1.0 | -1.9 | 15.9 | -1.9 | 2.6
CC(C)Oc1ccc(CCNC(=O)C2CCC(=O)N(Cc3cccc(F)c3)C2)cc1 (stereo not given) | -0.6 | -23.4 | 3.5 | -4.1 | 13.6 | -21.9 | 57.4* | 10.1
CCOc1ccc(C2CC(=O)c3c([nH]c(C(=O)OC)c3C)C2)cc1OC (stereo not given) | -3.6 | 16.1 | -3.5 | 8.6 | -22.8 | -5.7 | 8.6 | -1.7
O=C(/C=C/c1c(Cl)nc2ccccn12)Nc1ccc(F)cc1 | 2.4 | -16.2 | -2.8 | -3.6 | 6.9 | -8.9 | -4.4 | 5.3
CC(=O)c1c(N2CCN(c3cccc(Cl)c3)CC2)nc(=S)n(-c2ccccc2)c1C | 16.4 | -7.4 | 1.0 | 3.2 | 1.8 | 26.8 | 5.1 | 2.3
CC(C)(C)n1nc2c(c1NC(=O)CCCc1ccccc1)CS(=O)C2 (stereo not given) | -0.2 | 7.5 | -5.4 | -7.2 | 4.8 | 0.0 | 6.4 | -13.7
N#C/C(=C\c1cccs1)C(=O)Nc1ccccn1 | -10.2 | -23.9 | -3.5 | 24.3 | -14.7 | -7.3 | -43.9 | 63.6*
CCOc1ccc(NS(=O)(=O)c2cccc(C(=O)N(C)Cc3ccco3)c2)cc1 | -8.9 | -4.3 | 0.9 | -8.4 | 5.2 | -10.8 | 13.6 | -9.7
Cc1ccc(S(=O)(=O)NC(CC(N)=O)C(=O)O)cc1 (stereo not given) | 7.1 | 18.6 | -5.7 | -1.4 | -1.6 | 24.2 | 4.0 | 0.8
COc1ccc2cc(/C=N/NC(=O)CN(c3ccccc3)S(=O)(=O)c3ccccc3)c(Cl)nc2c1 | -12.0 | -0.3 | / | -9.5 | 16.7 | 9.1 | / | -2.7
COc1ccc(/C=C(\C#N)C(=O)NCC(c2ccc(F)cc2)N2CCOCC2)cc1 (stereo not given) | 3.2 | -6.2 | -1.6 | 0.1 | -0.8 | 2.5 | 2.5 | 0.1

Record cards, from the list above. Order of values: UBC13 polyUb, 697 NFkB inh, HKDC1 inh, SENP8 inh, Apaf-1 inh, Jurkat NFkB inh, Gli-Sufu block, SENP7 inh
CC1CN(C(=O)CSc2ncnc3sccc23)CC(C)O1 (stereo not given) is entered as 6.6, 22.4, -0.8, -0.4, -1.6, -1.9, 2.2, -4.1
COc1ccc(-c2ccc(-c3noc(-c4cccs4)n3)c(OC)n2)cc1 is entered as 29.9, -30.4, -6.2, -2.4, 7.5, -23.8, 4.7, 8.6
CN=C1N(C)C[C@@H]2[C@@H]3C(=O)N(C)C(=O)[C@@H]3[C@](Cc3ccccc3)(C(=O)OC)N12 is entered as /, 8.1, 10.5, /, 4.3, /, -0.9, 16.8
